CHT block = inhibitors of human choline transporter CHT. AID 488975. B-score at 10 µM. CHT-expressing cells, membrane potential dye, choline response; hits give low values. Q9GZV3. 310,000 tested, 0.86% active;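 active means B-score over 3 SD under the library average, and starting fluorescence ratio not unusually high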;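 further: choline stimulus applied at its EC90 after an EC20 pre-addition; B-score computed on integrated fluorescence ratio after choline addition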
Target sequence (Q9GZV3 whole entry, looked up): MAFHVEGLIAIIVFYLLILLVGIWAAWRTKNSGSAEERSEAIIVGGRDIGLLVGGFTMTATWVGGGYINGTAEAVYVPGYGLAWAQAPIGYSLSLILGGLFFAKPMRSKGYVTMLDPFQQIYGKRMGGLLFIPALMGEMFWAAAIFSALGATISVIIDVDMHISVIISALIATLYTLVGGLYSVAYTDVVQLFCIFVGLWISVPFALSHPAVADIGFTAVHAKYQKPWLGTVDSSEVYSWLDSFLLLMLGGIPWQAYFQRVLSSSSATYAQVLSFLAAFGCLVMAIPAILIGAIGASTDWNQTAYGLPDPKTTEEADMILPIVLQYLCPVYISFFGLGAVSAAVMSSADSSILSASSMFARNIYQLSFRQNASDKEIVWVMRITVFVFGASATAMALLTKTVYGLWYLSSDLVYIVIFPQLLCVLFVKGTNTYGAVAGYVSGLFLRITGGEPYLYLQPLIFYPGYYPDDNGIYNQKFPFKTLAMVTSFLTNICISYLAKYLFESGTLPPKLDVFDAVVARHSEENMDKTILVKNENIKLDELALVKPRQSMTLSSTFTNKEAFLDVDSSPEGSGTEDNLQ
Kir21 block = Kir2.1 (mouse) channel inhibition | 310,000 tested, 0.85% active | HEK293-Kir2.1, FluxOR thallium flux fluorescence; hits give low values | B-score at 10 µM | P35561 | AID 1672;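 active means fluorescence ratio B-score at or below minus 3 SD of library scores, with starting-brightness B-score within 2 SD, cut at about -4.2 in these data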;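 further: channel flux triggered by added potassium and thallium sulfate stimulus; B-score of peak minus minimum fluorescence over baseline after thallium stimulus; more negative B-score means stronger Kir2.1 block with less thallium influx; some compounds called inactive have numbers as strong as hits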
Target sequence (P35561 whole entry, looked up): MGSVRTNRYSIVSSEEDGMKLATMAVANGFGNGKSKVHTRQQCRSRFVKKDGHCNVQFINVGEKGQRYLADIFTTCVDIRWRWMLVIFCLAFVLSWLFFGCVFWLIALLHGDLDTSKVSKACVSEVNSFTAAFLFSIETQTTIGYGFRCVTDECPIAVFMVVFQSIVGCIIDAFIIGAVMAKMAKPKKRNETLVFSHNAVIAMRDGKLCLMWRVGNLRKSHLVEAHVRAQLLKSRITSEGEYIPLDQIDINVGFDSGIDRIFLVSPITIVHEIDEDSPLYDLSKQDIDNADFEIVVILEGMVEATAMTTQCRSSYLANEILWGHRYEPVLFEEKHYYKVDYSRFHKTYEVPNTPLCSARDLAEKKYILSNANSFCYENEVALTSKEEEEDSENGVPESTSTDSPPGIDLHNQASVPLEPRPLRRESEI
KCNQ2 block = KCNQ2 potassium channel inhibitors, primary screen, cell-based, CHO-K1, FluxOR thallium flux, B-score (AID 2156); O88943; 20 min; hits give low values; B-score at 10 µM; 310,000 tested, 1.1% active;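 active means fluorescence ratio B-score at most minus 3 library SDs, with starting brightness B-score within 2 library SDs, cut at about -5.5 in these data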
The depositor's hits bear a star; i = inactive; . = no result given.

SMILES	CHT block	Kir21 block	KCNQ2 block
Cc1ccc(S(=O)(=O)N/N=C2\C(=O)C3(C)CCC2C3(C)C)cc1 (configuration not stated)	i	-0.01	i
O=C(NC1CCCC1)c1ccc2c(c1)N(Cc1ccc(F)cc1)CCS2	i	-1.4	-6.4*
CCCc1nc2c(C)cc(-c3nc4ccccc4n3C)cc2n1Cc1ccc(-c2ccccc2C(=O)O)cc1	i	1.8	i
Nc1nc(Nc2cccc3ccccc23)nc(C2CCCC2=O)n1 (configuration not stated)	i	-0.13	i
COc1nc(Nc2cccc(C(F)(F)F)c2)nc(OC)n1	i	-0.03	i
Cc1nnc(N2C(=O)C(O)=C(C(=O)c3ccco3)C2c2cccc([N+](=O)[O-])c2)s1 (configuration not stated)	i	0.11	i
COc1cc([N+](=O)[O-])ccc1NC(=O)N1CCCCCC1	i	0	i
CCN(CC(=O)NCc1cccs1)C(=O)C(c1ccccc1)c1ccccc1	i	-0.2	i
O=C(NCc1cccs1)C1CCCN1C(=O)Nc1ccc(Cl)cc1 (configuration not stated)	i	-1.6	i
O=C(c1cc2cc(Cl)ccc2[nH]1)N1CCN(c2ccc(F)cc2)CC1	i	0.86	i
CC(=O)NC(C(=O)c1ccccc1)C(=O)c1ccccc1	i	0.16	i
Cc1cccc(-c2noc(CCC(=O)NC3CCCCC3)n2)c1	i	0	i
Cc1ccc(N(C)S(=O)(=O)c2cccc(C(=O)NCC(c3cccs3)N3CCOCC3)c2)cc1 (configuration not stated)	i	-0.81	-6.8*
O=C(COC(=O)c1ccc(S(=O)(=O)Nc2ccccc2)cc1)NCCN1C(=O)CSC1=O	i	0.34	i
O=C(c1ccc2nc(N3CCOCC3)sc2c1)N1CCN(c2ccc(Cl)cc2)CC1	i	0.22	i
CCOC(=O)Cc1nnc(Nc2cc(C)ccc2C)c2ccccc12	i	-0.07	i
CN/S(=N/S(=O)(=O)c1ccccc1)c1ccc(C)cc1 (configuration not stated)	i	0.57	i
Cc1nnc(N(CCC#N)CCC#N)s1	i	-0.78	i
Cc1ccc(C(=O)Nc2cccc(C(=O)NCc3ccco3)c2)cc1	i	0.86	i
O=C(CSc1cccc2cccnc12)N/N=C/c1ccc(F)cc1	i	0.83	i
CC(C)(C)N(Cc1ccccc1)C(=O)c1ccc(Cl)cc1[N+](=O)[O-]	i	-0.01	i
CC1CCCCC1NC(=O)CCS(=O)(=O)c1ccc2c(c1)NC(=O)CO2 (configuration not stated)	i	0.53	i
O=C(CN(C(=O)c1ccc(Cl)cc1)C1CCCCC1)Nc1ccc(Cl)c([N+](=O)[O-])c1	i	-1.5	i
CCN(Cc1ccccc1)C(=O)COC(=O)CNS(=O)(=O)c1ccc(C)cc1	i	0.12	i
Cc1cccc(OCCSc2nc3ccccc3n2CCC(=O)O)c1	i	-0.67	i
COc1ccccc1CC(=O)NN1C(=O)c2ccccc2C1=O	i	-0.46	i
CCCCC(=O)Nc1cccc(-c2nn3c(C)nnc3s2)c1	i	0.23	i
COc1ccc(Cl)cc1NC(=O)C/C(C)=N/NC(=O)Cc1ccccc1	i	-0.19	i
CCOC(=O)COc1cccc(C2NC(=O)c3ccccc3O2)c1 (configuration not stated)	i	-0.07	i
COc1ccc(C2/C(=C(/O)c3ccccc3)C(=O)C(=O)N2c2ncccn2)cc1OC (configuration not stated)	i	-0.02	i
O=c1cc[nH]c2cc(Cl)ccc12	i	-0.57	i
Cc1cc(C)cc(C(=O)N(CCc2ccccc2)C2CC3CCC(C2)N3C)c1 (configuration not stated)	i	-0.95	i
COc1ccc(-c2nc(-c3ccccc3)[nH]c(=O)c2C#N)cc1	i	0.64	i
COc1ccc(S(=O)(=O)NC(C)C(=O)Nc2cccc([N+](=O)[O-])c2)cc1 (configuration not stated)	i	0.63	i
Cc1onc(-c2ccccc2)c1C(=O)N/N=C/c1cc(Br)c(Br)o1	i	0.8	i
CC(C)COc1nc2ccccc2nc1C(C#N)C(=O)NC1CCCCC1 (configuration not stated)	i	0.02	i
CC(C)(C)c1csc(NNC(=O)c2ccc(Br)cc2)n1	i	-0.06	i
Cc1cc(C)nc(NS(=O)(=O)c2ccc(N3C(=O)C4C5C=CC(C5)C4C3=O)cc2)n1 (configuration not stated)	i	-0.98	i
Cc1cc(C)n(C(=O)c2ccc(S(=O)(=O)N3CCOCC3)cc2)n1	i	2.7	i
O=C1CC(c2ccco2)CC(O)=C1C=NCCN1CCN(C(=S)Nc2ccccc2)CC1 (configuration not stated)	i	1.2	i
CCC(Cc1ccccc1)NS(=O)(=O)c1c(C)nc2sccn2c1=O (configuration not stated)	i	2.3	i
Cc1nc(-c2cccc(S(=O)(=O)N3CCCC(C)C3)c2)cs1 (configuration not stated)	i	0.9	i
Cc1ccccc1C(=O)NC1CCN(Cc2nnnn2Cc2ccc(F)cc2)CC1	i	2.7	i
CC1(C)CC(=O)C=C(Nc2cc(-c3ccccc3)[nH]n2)C1	i	-0.66	i
Cc1[nH]c2ccccc2c1C(=O)/C=C/c1ccccc1Cl	i	-0.41	i
N/C(=N\c1nc2c(c(=O)[nH]1)CCCC2)Nc1ccccc1	i	1.5	i
CCC(=O)c1ccc(OCC(=O)N2CCN(c3ncccn3)CC2)cc1	i	1.3	i
CC(C#N)(NC(=O)COC(=O)c1ccccc1NCCO)C1CC1 (configuration not stated)	i	-1.4	i
CCOC(=O)c1ccc(NC(=O)CN(Cc2ccc(Cl)cc2)S(C)(=O)=O)cc1	i	1.6	i
Cc1ccc(NC(=O)Cn2nc(C)c(S(=O)(=O)N(C)C)c2C)cc1	i	-0.3	i

Of the compounds above, 2 have a COOH group.
SMILES	CHT block	Kir21 block	KCNQ2 block
CCCc1nc2c(C)cc(-c3nc4ccccc4n3C)cc2n1Cc1ccc(-c2ccccc2C(=O)O)cc1	i	1.8	i
Cc1cccc(OCCSc2nc3ccccc3n2CCC(=O)O)c1	i	-0.67	i

2 entries from above, with values under each structure:
The line under a structure holds: CHT block | Kir21 block | KCNQ2 block
Cc1nc(-c2cccc(S(=O)(=O)N3CCCC(C)C3)c2)cs1 (configuration not stated)
→ i | 0.9 | i
CCC(Cc1ccccc1)NS(=O)(=O)c1c(C)nc2sccn2c1=O (configuration not stated)
→ i | 2.3 | i

More results:
SMILES	CHT block	Kir21 block	KCNQ2 block
O=C(O)/C=C\C(=O)N1CCc2ccccc21	i	0.66	i
NS(=O)(=O)c1ccc(CCNC(=O)/C=C/c2ccc([N+](=O)[O-])cc2)cc1	i	0.45	i
O=C(Nc1ccn(-c2ccccc2)n1)c1ccc(Cl)cc1	i	-1.3	i
O=C(Nc1ccc(SC(F)F)cc1)C12CCC(CC1)C2	i	-0.02	i
CC1(C)CC2CC(C)(CN2C(=O)CCCN2C(=O)c3ccccc3C2=O)C1 (configuration not stated)	-6.8*	-0.65	i
COc1ccc(C(Nc2ccccn2)c2oc(CO)cc(=O)c2O)cc1 (configuration not stated)	i	-0.66	i
Cc1nc(NCCc2ccc(S(N)(=O)=O)cc2)c2c(C)c(C)sc2n1	i	1.1	i
CCc1cc2c(=O)c(-c3cnn(-c4ccccc4)c3)coc2c(CN2CCOCC2)c1O	i	-0.64	i
Cc1cc(C)cc(OCc2nnc(SCC(=O)Nc3ccccc3)o2)c1	i	-2.4	i
CCCCC(=O)c1ccc(O)cc1O	i	1.4	i

At a glance, 5 of the compounds above.
SMILES	CHT block	Kir21 block	KCNQ2 block
O=C(Nc1ccn(-c2ccccc2)n1)c1ccc(Cl)cc1	i	-1.3	i
O=C(Nc1ccc(SC(F)F)cc1)C12CCC(CC1)C2	i	-0.02	i
CC1(C)CC2CC(C)(CN2C(=O)CCCN2C(=O)c3ccccc3C2=O)C1 (configuration not stated)	-6.8*	-0.65	i
COc1ccc(C(Nc2ccccn2)c2oc(CO)cc(=O)c2O)cc1 (configuration not stated)	i	-0.66	i
Cc1nc(NCCc2ccc(S(N)(=O)=O)cc2)c2c(C)c(C)sc2n1	i	1.1	i

Entries of single compounds from above. Values in the order: CHT block, Kir21 block, KCNQ2 block
O=C(Nc1ccn(-c2ccccc2)n1)c1ccc(Cl)cc1 is listed with i, -1.3, i
NS(=O)(=O)c1ccc(CCNC(=O)/C=C/c2ccc([N+](=O)[O-])cc2)cc1 is listed with i, 0.45, i
Cc1cc(C)cc(OCc2nnc(SCC(=O)Nc3ccccc3)o2)c1 is listed with i, -2.4, i

Next structures.
SMILES	CHT block	Kir21 block	KCNQ2 block
N#CC1=C(N)OC2=C(C(=O)CCC2)C1C1C=CCCC1 (configuration not stated)	i	-2.8	i
CCSc1nc(NCCN(C)C)c2c3c(sc2n1)COC(C)(CC)C3 (configuration not stated)	i	-0.04	i
Cc1cc(C)cc(C(=O)NCC(=O)N2CCN(C(c3ccccc3)c3ccccc3)CC2)c1	i	0.67	i
Cc1nn(C(=O)CNC(=O)c2ccccc2)c(C)c1C	i	-0.54	i
CCNS(=O)(=O)c1cc(S(C)(=O)=O)ccc1Cl	i	-0.35	i
COc1cccc(NC(=O)CSc2nnc(-c3cc(-c4ccccn4)nc4ccccc34)o2)c1	i	-0.67	i
CCOC1(NC(=O)c2ccccc2)C(C)=CC(=O)C=C1C	i	-0.79	i
COc1ccc(/C=C/C(=O)c2c(O)c(OC)c3occc3c2OC)cc1	.	-0.52	i
CC(C(=O)c1ccccc1)n1cnc2ccccc2c1=O (configuration not stated)	i	-0.02	i
CCCCOc1cccc(C(=O)O)c1	i	-0.87	i
CNC(=O)c1oc(-c2ccc(Cl)cc2)nc1C	i	1.9	i
O=C1CC(c2ccccc2F)C2=C(COC2=O)N1 (configuration not stated)	i	-0.4	i
CS(=O)(=O)Nc1ccc(C(=O)NC2CCCC2)cc1	i	-0.08	i
COc1ccc(CNC(=O)[C@H](C)NC(=O)C2CC(=O)N(c3ccc(OC)cc3)C2)cc1 (some centres not stated)	i	-1.8	i
Cc1cccc(C(=O)NC2CCN(C(=O)Nc3ccc(F)cc3)CC2)c1	i	-0.42	i
Cc1ccc(-c2cc(-c3ccccc3O)nc(N/N=C/c3cccnc3)n2)cc1	i	0.4	i
COc1ccccc1/C=C1\SC(=S)N(N2C(=O)CCCC2=O)C1=O	i	0.28	i
Cc1onc(-c2c(F)cccc2Cl)c1C(=O)OCC(=O)NC1CC1	i	0.04	i
Cc1cccc(NC(=O)c2cnn3ccccc23)c1C	i	-1.1	i
C=CCN=C1CCCc2c1[nH]c1ccc(C)cc21	i	-0.54	i
CCN(CC)CCCOC(=O)C1(c2ccccc2)CCCC1	i	-2	i
Cc1nn(Cc2ccc([N+](=O)[O-])cc2)c(=O)n1-c1c(F)cccc1F	i	0.75	i
O=C(NCC1CCCN(Cc2ccccc2F)C1)c1cccc(C(F)(F)F)c1 (configuration not stated)	i	0.73	i
Nc1cc(N)nc(SCC(=O)Nc2ccccc2)n1	i	-1.7	i
O=C(c1cc(F)ccc1F)C1CCCN(C(=O)c2ccco2)C1 (configuration not stated)	i	1.3	i
Cc1c(Cl)cccc1NC(=S)NCc1cccn1C	i	0.23	i
Cc1ccc(-c2cc3cccc[n+]3cc2-c2ccc(C)cc2)cc1	i	-12*	i
Cn1nnc(NC(=S)NC(=O)c2cccc3c(Br)cccc23)n1	i	-0.58	i
O=C(Cn1ncc2c(=O)oc3ccccc3c21)NCc1cccnc1	i	0.8	i
C=CCn1cc(CN2CCC(C(=O)Nc3cccc(-c4cccc(F)c4)c3)CC2)c(C)n1	i	-1.8	i
O=C(NC1CC2CCCC(C1)N2C(=O)NC1CCCCC1)c1ccccc1 (configuration not stated)	i	0.21	i
O=C(NCC1CCCO1)c1ccc2c(c1)OCO2 (configuration not stated)	i	0.19	i
CCC1CCCCN1C(=O)Cn1c(C(=O)OC)cc2ccsc21 (configuration not stated)	i	-2.5	i
Cc1ccc(-c2nc3ncccc3o2)cc1NC(=O)Cc1ccc(Cl)cc1	i	0.03	i
CCOc1ccc(S(=O)(=O)NCC2CCCO2)cc1 (configuration not stated)	i	1.4	i
CSCCC(NC(=O)COc1ccccc1)C(=O)OC(C)C(=O)Nc1ccccc1C (configuration not stated)	i	0.36	i
CCC(C)NC(=O)CC(NS(=O)(=O)c1ccc(C)cc1)c1ccc(OC)cc1 (configuration not stated)	i	-0.41	i
COC(=O)CC/C(C)=N\Nc1ccc([N+](=O)[O-])cc1[N+](=O)[O-]	i	-0.61	i
O=c1ccn(Cc2ccccc2)cc1	i	0.52	i
C=CCNc1nnc(SC2CC(=O)N(c3ccc(OC)cc3)C2=O)s1 (configuration not stated)	i	0.15	i
Cc1ccc(NC(=O)CCS(=O)(=O)c2ccc(Br)cc2)nc1	i	0.39	i
Cc1ccc(C(=O)NNc2cc(=O)n(C)c(=O)n2C)cc1C	i	0.04	i
COc1ccc(CCNC(=O)CSc2nnnn2Cc2ccc3c(c2)OCO3)cc1OC	i	1.4	i
CCCn1c(SCC(=O)NCc2ccco2)nnc1-c1ccncc1	i	0.7	i
COC(CNC(=O)c1ccc2c(=O)n(Cc3ccc4c(c3)OCO4)c(=S)[nH]c2c1)OC	i	1.7	i
CC(NCc1ccncc1)C12CC3CC(CC(C3)C1)C2 (configuration not stated)	i	-0.17	i
O=S1(=O)CCO[C@H]2Cc3ccccc3[C@H]2N1Cc1ccc(Cl)cc1	i	-0.26	i
CC1(C)CC2CC(C)(CN2c2ncnc3ccc(Br)cc23)C1 (configuration not stated)	i	-0.53	i
CSc1ccccc1OCc1cc(C(=O)NCc2csc(C(C)C)n2)no1	i	1.9	i
Cc1ccccc1C(O)c1ccccn1 (configuration not stated)	i	1.4	i
O=C(COC(=O)c1cccnc1Cl)c1ccc(F)cc1	i	1.8	i

Screening results: PubChem, Johns Hopkins Ion Channel Center
